# From PubChem
# aGal spleen mod: qHTS Assay for Inhibitors and Activators of Human alpha-Galactosidase From Spleen Homogenate; Alpha-galactosidase A (Homo sapiens), P06280; human spleen homogenate, 4MU-alpha-Gal fluorescence, 40 min; Potency, µM (highest dose often 80 µM), inactives show top-dose activity change, negative = inhibition, most hits filed as inhibitors; 0.008% of 240,000 active; AID 2107, 2009;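 note: 0% = enzyme with vehicle and -100% = no enzyme basal signal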
# Target sequence (P06280 32-429 limits assumed): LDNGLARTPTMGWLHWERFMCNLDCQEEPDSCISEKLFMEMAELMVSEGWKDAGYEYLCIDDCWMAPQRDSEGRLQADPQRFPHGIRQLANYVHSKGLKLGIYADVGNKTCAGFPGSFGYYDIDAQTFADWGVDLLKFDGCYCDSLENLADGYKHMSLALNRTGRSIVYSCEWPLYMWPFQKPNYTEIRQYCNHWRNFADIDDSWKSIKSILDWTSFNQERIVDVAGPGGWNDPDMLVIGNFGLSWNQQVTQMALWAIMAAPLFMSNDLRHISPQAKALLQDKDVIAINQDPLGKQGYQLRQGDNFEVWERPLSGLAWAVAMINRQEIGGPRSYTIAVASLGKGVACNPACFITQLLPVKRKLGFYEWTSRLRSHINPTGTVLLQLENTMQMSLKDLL
#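 Fluorogenic readout (Ex 365/Em 440 nm) of 4-methylumbelliferone released from 1 mM 4-MU-alpha-galactoside by spleen homogenate, 40 min at 37C, pH 5.0. Data normalized to no-enzyme and enzyme controls; Hill-equation AC50 from compound titrations.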
# TRb SRC2 PPI: qHTS for Inhibitors of the Interaction of Thyroid Hormone Receptor and Steroid Receptor Coregulator 2; 0.065% of 280,000 active; Potency, µM (doses to about 106 µM), for inactives: at the top dose activity change, negative = inhibition, actives largely listed as inhibitors; TRbeta-SRC2 peptide binding, fluorescence polarization; receptor liganded with 1 µM T3; AID 1469, 2008; Thyroid hormone receptor beta (Homo sapiens), P10828;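 note: plate controls were bound peptide for no effect and peptide without receptor for full effect; nearly all actives have a fitted effect of over 50% in size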
# Target sequence (P10828 whole entry, looked up): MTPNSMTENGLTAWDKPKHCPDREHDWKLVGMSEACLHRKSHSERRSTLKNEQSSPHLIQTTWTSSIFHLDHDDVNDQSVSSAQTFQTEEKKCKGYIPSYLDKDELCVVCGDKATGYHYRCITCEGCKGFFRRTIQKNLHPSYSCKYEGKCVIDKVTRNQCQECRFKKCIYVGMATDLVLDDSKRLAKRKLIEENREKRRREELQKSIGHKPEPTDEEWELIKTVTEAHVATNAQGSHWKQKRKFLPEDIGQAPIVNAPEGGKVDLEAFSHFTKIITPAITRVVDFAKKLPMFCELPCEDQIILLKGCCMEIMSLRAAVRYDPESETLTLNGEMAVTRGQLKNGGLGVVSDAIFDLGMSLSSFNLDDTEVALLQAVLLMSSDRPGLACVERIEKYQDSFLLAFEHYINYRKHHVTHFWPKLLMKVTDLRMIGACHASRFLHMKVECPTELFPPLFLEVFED
#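 Polarization signal, normalized between peptide-alone and full complex controls, measured compound effects on T3-liganded human TRb LBD (0.6 uM) binding 20 nM Texas Red SRC2 peptide after 5 hr.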
# Tau fibril FP: qHTS for Inhibitors of Tau Fibril Formation, Fluorescence Polarization; K18 P301L tau heparin fibrillization, Alexa594 FP, 6 h; Potency, µM (highest dose often 57.7 µM), for inactives: top-dose activity, negative = inhibition, most hits filed as inhibitors; 0.39% of 280,000 active; AID 1468, 2008; note: nearly all actives have a fitted effect of over 55% in size
#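 FP of Alexa 594-tau after heparin (20 uM) induction. Substrate: human K18 P301L, 15 uM unlabeled, 0.24 uM labeled. Buffer 100 mM sodium acetate pH 7. 6 hr, 37 C.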
# TexasRed fluor: Total Fluorescence Counterscreen for Inhibitors of the Interaction of Thyroid Hormone Receptor and Steroid Receptor Coregulator 2 | Potency, µM (titrated, usually from 106 µM), for inactives: at the top dose fluorescence change, negative = quenching | TRb/SRC2 Texas Red total fluorescence interference | AID 1479, 2009 | 0.29% of 280,000 active; active = well fitted curve in either direction with a large enough effect; inconclusive = small, poorly fitted or top-dose-only effect
#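 Human TRβ ligand-binding domain (0.6 uM) and Texas Red SRC2 peptide (20 nM) in Tris buffer with 1 uM T3 and 5% DMSO were incubated with pinned compound for 5 hr at ambient temperature. Total fluorescence was computed as S + 2P (555/632 nm).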
# ALDH1A1 block: qHTS Assay for Inhibitors of Aldehyde Dehydrogenase 1 (ALDH1A1) | AID 1030, 2008 | Aldehyde dehydrogenase 1A1 (Homo sapiens), P00352 | Purified ALDH1A1, NADH fluorescence, propionaldehyde substrate | 7.3% of 220,000 active | Potency, µM (highest dose often 75.3 µM), for inactives: at the top dose activity, negative = inhibition, actives largely listed as inhibitors; active = well fitted inhibition curve with a large enough effect, not every such curve was filed as active; inconclusive = small, poorly fitted or top-dose-only effect, or another doubt; inactive = no such curve, though single readings can be large or run the other way;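 note: plate controls were no enzyme wells and a reference inhibitor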
# Tau fluor counter: Counterscreen qHTS for Inhibitors of Tau Fibril Formation, Fluorescence Polarization. tau K18 P301L Alexa594 fluorescence, heparin fibrillization. Potency, µM (highest dose often 57.7 µM), for the others: at the highest dose activity change, negative = decrease. AID 1463, 2008. 0.93% of 280,000 active; note: nearly all actives have a fitted effect of over 55% in size
#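 Human K18 P301L tau (15 uM unlabeled plus 0.24 uM Alexa 594-labeled, final) in 100 mM sodium acetate pH 7 was mixed with compound and 20 uM heparin and incubated 6 hr at 37 C.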
# Tau fibril ThT: qHTS for Inhibitors of Tau Fibril Formation, Thioflavin T Binding; 2.1% of 270,000 active; Potency, µM (titrated, usually from 57.4 µM), inactives show at the highest dose activity, negative = inhibition, actives largely listed as inhibitors; recombinant tau K18 P301L, heparin-induced fibrillization, ThT fluorescence; note: nearly all actives have a fitted effect of over 55% in size
#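 Fibril formation assay: tau K18 P301L at 15 uM with trace Alexa 594 label, heparin inducer 20 uM, pH 7 sodium acetate buffer, 37 C for 6 hr; endpoint ThT signal.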
# L3MBTL1 inh: qHTS Assay for the Inhibitors of L3MBTL1 | Lethal(3)malignant brain tumor-like protein 1 (Homo sapiens), Q9Y468 | AlphaScreen L3MBTL1–H3K9me1 peptide binding | Potency, µM (series often up to 57.1 µM), inactives show top-dose activity, negative = inhibition, usual class: inhibitors | 0.66% of 230,000 active; note: nearly all actives have a fitted effect of over 60% in size
#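 First, the protein-peptide complex forms for 30 min at room temperature (L3MBTL1 50 nM, biotinylated H3K9me1 peptide 75 nM). Next, compounds are pin-transferred and incubated 30 min. Finally, AlphaScreen beads are added and read after 30 min.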
# The depositor's hits bear a star; ? = inconclusive; · = not tested or not shown; & = joins results of further samples; [ ] = remark or other dose. Unless noted, calls come from the whole dose curve; as a rule, active = well fitted curve in the direction sought with a large enough effect; inconclusive = small, poorly fitted or top-dose-only effect, or another doubt; inactive = no such curve, though single readings can be large; an effect the other way counts as inactive or inconclusive. Unless noted, % is set by controls: 0 for no effect and ±100 for the full control effect; potency is the fitted concentration of half-maximal effect. Hits appear at their usual frequency; overall some 8.5% were active at least once.
1. C=CCN1C(=O)C(CC(=O)Nc2ccccc2)S/C1=N/c1nccs1 (centres undefined)
2. Clc1ccc2c(c1)N=C(N1CCNCC1)c1ccccc1N2
3. O=C(N/N=C/C(Cl)=C/c1ccc([N+](=O)[O-])cc1)C(=O)Nc1ccc(C(=O)O)cc1
4. Cc1cc(-c2nnc(CCC(=O)N(C)C(C)c3cccs3)o2)no1 (centres undefined)
5. CCCCC(C(=O)O)C(C)CC(=O)Nc1nncs1 (centres undefined)
6. CCCCCCN(C(=O)CCCCCN1C(=O)NC(c2ccc([N+](=O)[O-])cc2)C(C(=O)OCc2ccccc2)=C1C)C(C(=O)NCCCC)c1ccc(OCC(=O)OC)c(C(=O)OC)c1 (centres undefined)
7. CCC(C)NC(=O)Cc1ccc(NC(=O)N2CCCCc3ccccc32)cc1 (centres undefined)
8. Cc1ccc(-n2c(C)cc(C)c(C#N)c2=O)cc1
compound no.,1,2,3,4,5,6,7,8
L3MBTL1 inh,6%,·,9%,-5%,7%,·,·,2%
Tau fibril ThT,-1%,-10%&-10%,3.5µM*,-12%,-5%,-8%&-19%,-1%,-4%
ALDH1A1 block,?,-7%&-5%,-5%,·,·,?,·,2%
TexasRed fluor,-5%,0%&0%,1%,-1%,0%,0%&1%,-8%,-2%
Tau fibril FP,-6%,7%&7%,0%,-4%,-5%,10%&4%,?,3%
TRb SRC2 PPI,-3%,17%&3%,-4%,5%,5%,2%&3%,0%,-16%
aGal spleen mod,4%,-3%&-5%,15%,3%,0%,-2%&9%,·,-15%
Tau fluor counter,-11%,-13%&-24%,-28%,-2%,-2%,1%&-16%,-3%,2%

9. COc1ccc(NS(=O)(=O)c2ccc3c(c2)CC(C)N3C(C)=O)c(OC)c1 (centres undefined)
10. COCCN1C(=O)C(O)=C(C(=O)c2cccs2)C1c1ccccc1 (centres undefined)
11. O=C(NCCc1ccccc1)C(=O)NCC(c1ccco1)N1CCOCC1 (centres undefined)
12. COc1ccc(S(=O)(=O)Oc2ccc3ccccc3c2)cc1
13. O=C(NCc1ccccc1Cl)C1CCN(c2cnccn2)CC1
14. COC(=O)c1sccc1OC(C)C(C)=O (centres undefined)
15. CCc1ccc(CN(C)C(=O)CC2C(=O)NCCN2Cc2ccoc2)cc1 (centres undefined)
16. COC(=O)c1[nH]c2cccc(OC)c2c1NC(=O)CN1CC(C)OC(C)C1 (centres undefined)
compound no.,9,10,11,12,13,14,15,16
L3MBTL1 inh,·,4%,-2%,62%[activator],7%,-2%,1%,·
Tau fibril ThT,-6%,3%,-1%,-13%,-2%,-3%,?,-8%
ALDH1A1 block,·,2%,4%,-5%,15%,5%,?,?
TexasRed fluor,4%,-2%,0%,2%,0%,-1%,0%,-4%
Tau fibril FP,-1%,6%,0%,-11%,2%,4%,-13%,-1%
TRb SRC2 PPI,-3%,6%,1%,2%,-2%,-6%,-2%,-4%
aGal spleen mod,·,2%,0%,-5%,2%,5%,2%,0%
Tau fluor counter,-8%,5%,5%,-29%,2%,-3%,-11%,-7%

17. CCOCCCNC(=O)c1ccc(CS(=O)(=O)Cc2ccccc2F)o1
18. Cc1nn(CC(=O)OCC(=O)Nc2ccccc2[N+](=O)[O-])c(C)c1[N+](=O)[O-]
19. O=C(NCc1ccncc1)c1cc(C(=O)C2CC2)c[nH]1
20. COc1ccc(CNC(=O)CCC(=O)Nc2nnc(C(C)C)s2)cc1
21. Cc1cc(C)c(NC(=O)CSc2nc(=O)n(Cc3ccncc3)c3c2CCC3)c(C)c1
22. CC1=C(C(=O)OCc2ccc3c(c2)OCO3)C(c2ccccc2OCc2ccccc2)NC(=O)N1 (centres undefined)
23. COc1ccc(O[C@H]2C=C[C@@H](c3ccccc3)O[C@@H]2CO/N=C\[C@@H](C)[C@H](OCc2ccccc2)C(C)C)cc1
24. CCOCCCNC(=O)C(c1ccc(Cl)cc1)N1CCN(C(=O)c2ccco2)CC1 (centres undefined)
compound no.,17,18,19,20,21,22,23,24
L3MBTL1 inh,·,-1%,-2%,-1%,·,·,·,11%
Tau fibril ThT,-3%,11%,4%,8%,0%,-9%,?,-17%
ALDH1A1 block,9%,4%,-6%,·,·,-3%,2%[13.5 µM],-4%
TexasRed fluor,-5%,-2%,-5%,-1%,-1%,-4%,-6%[11.2 µM],1%
Tau fibril FP,1%,-1%,1%,-3%,-13%,12%,?,5%
TRb SRC2 PPI,-4%,5%,-2%,-4%,-3%,-5%,-2%[11.2 µM],8%
aGal spleen mod,3%,-3%,-1%,-2%,·,-4%,7%[17.5 µM],-7%
Tau fluor counter,-3%,16%,6%,3%,4%,-14%,1%[11.6 µM],?

25. CCOc1ccc(NC(=O)c2ccccc2NC(=O)CN2CCN(C(C)=O)CC2)cc1
26. Cn1nc(C(=O)NCc2ccccc2)c2ccccc2c1=O
27. CCC(Sc1ccc(C(=O)O)cc1)C(=O)O (centres undefined)
28. O=C(CCCO)c1ccc2c(c1)OCCO2
29. O=C(NCC1CCCO1)c1ccccc1-c1nc(-c2ccccc2Cl)no1 (centres undefined)
30. O=C(Nc1ncn[nH]1)c1cccc(S(=O)(=O)N2CCOCC2)c1
31. Cc1cc(NS(=O)(=O)c2ccc(NC(=O)Nc3ccc4c(c3)OCO4)cc2)no1
32. O=C(NC1C=CS(=O)(=O)C1)c1ccccc1 (centres undefined)
compound no.,25,26,27,28,29,30,31,32
L3MBTL1 inh,-1%,·,-6%,·,0%,-29%,-6%,-2%
Tau fibril ThT,-6%,-11%,-5%,1%,-10%,7%,-15%,0%
ALDH1A1 block,?,20µM*,-3%,-3%,·,?,3%,1%
TexasRed fluor,-3%,-10%,-2%,2%,-2%,2%,-5%,-4%
Tau fibril FP,4%,-2%,9%,-2%,-1%,-6%,14%,-1%
TRb SRC2 PPI,-12%,-3%,4%,3%,-7%,2%,0%,4%
aGal spleen mod,-1%,1%,-3%,2%,-2%,-4%,-29%,-4%
Tau fluor counter,0%,-4%,1%,3%,-11%,10%,-27%,-2%

33. CCNC(=O)NC(=O)C(C)OC(=O)c1ccc(SC)cc1OC (centres undefined)
34. O=C(Nc1scc(-c2ccc(F)cc2)c1C(=O)O)c1ccco1
35. CCOC(=O)/C=C/C(=O)OCC(=O)NC(c1ccccc1)c1ccccc1
36. COc1ccc(-c2[nH]c(-c3ccc(C)cc3)nc2SCC(=O)NCc2ccco2)cc1OC
37. Cc1c(CNC2CCCCC2)c(C(=O)O)c(C)n1Cc1ccc(Cl)cc1
38. NC(=O)CNC(=O)[C@@H]1CC2(CC(c3cccc(Br)c3)=NO2)CN1C(=O)c1ccc(Br)cc1 (some centres undefined)
39. Cc1c(NC(=O)Nc2ccccc2)cccc1[N+](=O)[O-]
40. O=C(Nc1ncc(C(F)(F)F)cc1Cl)c1ccc(S(=O)(=O)N2CCOCC2)cc1
41. O=C(/C=C/c1ccccc1Cl)Nc1ccc(Cl)cn1
42. CN(C)S(=O)(=O)c1ccc(NC(=S)NC(=O)c2cccs2)cc1
43. CSc1nn(CCc2ccncc2)c(=S)s1
compound no.,33,34,35,36,37,38,39,40,41,42,43
L3MBTL1 inh,·,·,9%,·,·,-2%,3%,4%,·,2%,-11%
Tau fibril ThT,-7%,-16%,?,?,-9%,?,-10%,-1%,-14%,-3%,-2%
ALDH1A1 block,7%,1%,1%,?,·,-9%,-5%,-1%,4%,?,?
TexasRed fluor,0%,-1%,-1%,-6%,-1%,-1%,0%,-6%,-4%,-1%,2%
Tau fibril FP,-4%,-5%,-5%,11%,3%,-7%,-2%,-1%,-15%,-5%,-1%
TRb SRC2 PPI,9%,-1%,-29%,-8%,-2%,1%,-1%,-1%,-7%,-2%,8%
aGal spleen mod,-4%,-2%,-15%,2%,·,-7%,4%,-7%,-6%,3%,-5%
Tau fluor counter,-12%,-11%,7%,?,-4%,-22%,-13%,-5%,-11%,-14%,0%
